Screens (PubChem)
mcGAS lum = blocks mouse cGAS activity. Q8C6L5. recombinant cGAS, Kinase-Glo ATP depletion luminescence. inhibition, % at 12.5 µM. 160,000 tested, 0.15% active. AID 1259399;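 also: 0% = negative control wells and 100% = reference inhibitor with no enzyme activity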
hcGAS inh = human cGAS inhibition; Q8N884; recombinant h-cGAS, ATP depletion, Kinase-Glo luminescence; inhibition, % at 12.5 µM; 290,000 tested, 0.081% active; AID 1259398;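 also: 0% = vehicle reaction and 100% = reaction without DNA for no activity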
Target sequence (Q8N884 whole entry, looked up): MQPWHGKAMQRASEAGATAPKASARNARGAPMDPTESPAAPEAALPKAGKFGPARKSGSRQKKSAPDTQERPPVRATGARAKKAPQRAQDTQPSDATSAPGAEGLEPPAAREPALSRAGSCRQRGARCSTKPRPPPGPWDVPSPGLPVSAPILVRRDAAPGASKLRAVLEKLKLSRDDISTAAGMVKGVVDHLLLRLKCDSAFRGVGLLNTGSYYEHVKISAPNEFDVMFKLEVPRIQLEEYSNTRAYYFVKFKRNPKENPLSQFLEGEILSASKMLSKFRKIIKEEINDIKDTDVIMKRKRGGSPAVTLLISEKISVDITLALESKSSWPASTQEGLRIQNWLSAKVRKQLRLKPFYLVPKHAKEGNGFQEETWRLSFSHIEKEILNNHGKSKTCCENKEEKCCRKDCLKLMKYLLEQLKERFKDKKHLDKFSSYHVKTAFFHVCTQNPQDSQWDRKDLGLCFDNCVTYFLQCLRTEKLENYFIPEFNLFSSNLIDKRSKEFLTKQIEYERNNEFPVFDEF
NPYLR7 ag = activates Aedes aegypti NPYLR7 receptor; activation, % at 10 µM; AID 1259423; 270,000 tested, 0.15% active; HEK293T NPYLR7/Galpha15, GCaMP6s calcium fluorescence; in the data active = activation above about 40%;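 also: 0% = vehicle and 100% = reference agonist at the receptor; some compounds past the cut are filed as inactive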
* marks the source's active call; other numbers are inactive results. Rule as the data show it, unless noted: active = inhibition above about 40%; inactive = the rest. Hits appear at their usual frequency; any-hit rate near 0.27%.

`O=C1NC2(CCN(C(=O)C3CCC3)CC2)Nc2cc(Cl)ccc21` gave mcGAS lum -3, hcGAS inh -2 and NPYLR7 ag 1.
O=C(c1ccc(Cn2cnnn2)cc1)N1[C@H]2CCNC[C@@H]1CC2 was read as hcGAS inh 0 and NPYLR7 ag 1.
For COc1ccccc1C(C)NC(=O)N1CCN(C(=O)C2CCC2)CC1 (centres undefined) the results were mcGAS lum -6, hcGAS inh -8 and NPYLR7 ag -1.
O=P(c1ccccc1)(c1ccccc1)C1COCCO1 (centres undefined) was read as hcGAS inh 1 and NPYLR7 ag -8.
For COc1cc(C(=O)N2C(C(=O)NC(C)C)CSC2c2ccc(F)cc2)cc(OC)c1OC (centres undefined) the results were hcGAS inh -4 and NPYLR7 ag 17.
`Fc1cc(N2CCCCCC2)nc(N2CCCCCC2)n1` gave mcGAS lum -3, hcGAS inh -7 and NPYLR7 ag -2.
CCCC1SCCN1C(=O)c1cc2ccccc2c(=O)[nH]1 (centres undefined) was read as hcGAS inh -3 and NPYLR7 ag 1.
Screening CC1CCN(C(=O)CN2C(=O)NC3(CCCCCC3)C2=O)CC1 returned hcGAS inh -2 and NPYLR7 ag -3.
`C[C@@H](NC(=O)c1ccc(-n2nc(-c3ccc(Cl)c(Cl)c3)cc2N)cc1)C(C)(C)C` gave mcGAS lum -5, hcGAS inh -3 and NPYLR7 ag 7.
For COc1ccc(-n2c(SCC(=O)N3CCN(C(=O)/C=C/c4ccccc4)C(C)C3)nnc2-c2ccc(C)cc2)cc1 (centres undefined) the results were mcGAS lum -5, hcGAS inh 0 and NPYLR7 ag -3.
For O=C(NCc1cccnc1)c1ccc(Br)c(S(=O)(=O)N2CCCCC2)c1 the results were mcGAS lum -5, hcGAS inh -7 and NPYLR7 ag -1.
For CC(Cn1cc2ncccc2c1O)(c1ccccc1)c1ccccc1 the results were hcGAS inh -2 and NPYLR7 ag -3.
Screening CC(Oc1cccc(F)c1)C(=O)N(Cc1ccccc1)C1CCS(=O)(=O)C1 (centres undefined) returned hcGAS inh -9 and NPYLR7 ag 3.
`COC(=O)CN1C(=O)[C@H](CC(C)C)NC12CCN(C(=O)/C=C/c1cc(F)ccc1F)CC2` gave hcGAS inh -10 and NPYLR7 ag 0.
For CCn1c(C)cc(C(O)=CS(=O)(=O)Cc2cc(Cl)c3c(c2)OCO3)c1C the results were mcGAS lum 5, hcGAS inh 2 and NPYLR7 ag -7.

The closing 3 compounds of the section above are carried over, then new ones follow.
Screening CC(Oc1cccc(F)c1)C(=O)N(Cc1ccccc1)C1CCS(=O)(=O)C1 (centres undefined) returned hcGAS inh -9 and NPYLR7 ag 3.
`COC(=O)CN1C(=O)[C@H](CC(C)C)NC12CCN(C(=O)/C=C/c1cc(F)ccc1F)CC2` gave hcGAS inh -10 and NPYLR7 ag 0.
For CCn1c(C)cc(C(O)=CS(=O)(=O)Cc2cc(Cl)c3c(c2)OCO3)c1C the results were mcGAS lum 5, hcGAS inh 2 and NPYLR7 ag -7.
`NC(=O)c1ccc(CNc2ccccc2Sc2ccccc2)cc1` gave mcGAS lum -20, hcGAS inh -10 and NPYLR7 ag 1.
Cc1noc(C)c1CN(C)C(=O)/C=C/c1ccc(OCC(N)=O)cc1 was read as mcGAS lum -15, hcGAS inh -7 and NPYLR7 ag 18.
Nc1nc(N=Cc2ccc(F)cc2)n[nH]1 was read as hcGAS inh -4 and NPYLR7 ag 16.
For C=CCCC(O)CN(CC=C)CC(=O)N1CCc2sccc2C1COc1cccc(C)c1 (centres undefined) the results were mcGAS lum -4, hcGAS inh -1 and NPYLR7 ag 6.
CCOC(=O)N1CCN(c2ncc3c(n2)CC(c2cc(F)cc(F)c2)CC3=O)CC1 (centres undefined) was read as hcGAS inh -7 and NPYLR7 ag 6.
For CN(C)c1ccc(NC(=S)N=P(c2ccncc2)(N(C)C)N(C)C)cc1 the results were hcGAS inh -5 and NPYLR7 ag 7.
For Cc1ccc(N=C(N(C)C)P(=O)(N(C)C)N(C)C)c(C)c1 the results were mcGAS lum -8, hcGAS inh -6 and NPYLR7 ag 14.
For Cn1nc2c(c1NC(=O)C1(c3ccc(Cl)cc3)CCCC1)CCC2 the results were hcGAS inh -12 and NPYLR7 ag 3.
For CC(c1nccs1)N(C)S(=O)(=O)NCc1ccccc1 (centres undefined) the results were hcGAS inh -3 and NPYLR7 ag -2.
Screening Cc1nc(CCNC(=O)c2cc(C(C)C)on2)sc1C returned hcGAS inh -4 and NPYLR7 ag 0.
Cc1cccc(-c2nc(C)c(C(C)C)c(N3CCN(C(=O)Nc4cccc(Cl)c4)CC3)n2)c1 was read as mcGAS lum -6, hcGAS inh -2 and NPYLR7 ag 3.
For Cc1cc(Cl)cc(Cl)c1CNC(=O)c1cc2n(n1)CCN(C)C2 the results were hcGAS inh -5 and NPYLR7 ag 12.
`CSCc1cccc(C(=O)N2CCOC(C)C2)c1` (centres undefined) gave hcGAS inh -3 and NPYLR7 ag 2.
`CC(C)c1nccn1CCCn1cnc(-c2ccccc2)c1-c1cnn(C)c1` gave mcGAS lum -18, hcGAS inh -8 and NPYLR7 ag 9.
Screening COc1c(S(=O)(=O)Nc2cccc(C)n2)ccc(Cl)c1Cl returned hcGAS inh 1 and NPYLR7 ag -2.

Six records drawn at random from those above:
Cc1noc(C)c1CN(C)C(=O)/C=C/c1ccc(OCC(N)=O)cc1 was read as mcGAS lum -15, hcGAS inh -7 and NPYLR7 ag 18.
Screening COc1c(S(=O)(=O)Nc2cccc(C)n2)ccc(Cl)c1Cl returned hcGAS inh 1 and NPYLR7 ag -2.
For CN(C)c1ccc(NC(=S)N=P(c2ccncc2)(N(C)C)N(C)C)cc1 the results were hcGAS inh -5 and NPYLR7 ag 7.
Screening Cc1nc(CCNC(=O)c2cc(C(C)C)on2)sc1C returned hcGAS inh -4 and NPYLR7 ag 0.
For Cn1nc2c(c1NC(=O)C1(c3ccc(Cl)cc3)CCCC1)CCC2 the results were hcGAS inh -12 and NPYLR7 ag 3.
`CSCc1cccc(C(=O)N2CCOC(C)C2)c1` (centres undefined) gave hcGAS inh -3 and NPYLR7 ag 2.

(next part)
O=C(NC1CCCC1)c1ccc(OC2CCN(C(=O)CCc3ccco3)CC2)c(Cl)c1 was read as mcGAS lum -2, hcGAS inh 1 and NPYLR7 ag 3.
`Cc1cc(C)c2sc(N(Cc3ccccn3)C(=O)c3cc(C)no3)nc2c1` gave mcGAS lum -2, hcGAS inh 4 and NPYLR7 ag 1.
`COc1ccc(-n2ccc(C#N)c2C(=O)O)cc1` gave hcGAS inh -6 and NPYLR7 ag 16.
For COc1ccc2cc(C3CN(c4nccc5occc45)CCO3)ccc2c1 (centres undefined) the results were hcGAS inh -7 and NPYLR7 ag 6.
Cc1ccccc1NC(=O)c1ccc(C)c(S(=O)(=O)Nc2ccccc2C)c1 was read as mcGAS lum -6, hcGAS inh -5 and NPYLR7 ag -1.
`CC(NCc1ccccc1F)C(=O)Nc1c(Cl)cc(Cl)cc1Cl` (centres undefined) gave hcGAS inh 2 and NPYLR7 ag 10.
For CN(C)CCCNc1ncnc2sc3c(c12)CCCC3 the results were mcGAS lum -4, hcGAS inh -8 and NPYLR7 ag 2.
CCN1C(=O)c2cccc3c(S(=O)(=O)Nc4ccccc4C)ccc1c23 was read as mcGAS lum -1, hcGAS inh -3 and NPYLR7 ag -1.
O=C1c2ccc([N+](=O)[O-])cc2C(=O)N1CNc1ccc(Br)cc1 was read as mcGAS lum -5, hcGAS inh -1 and NPYLR7 ag 14.
For O=C(NCCCn1nc(-c2ccccc2)ccc1=O)C1CC1 the results were hcGAS inh -2 and NPYLR7 ag 2.
Screening CCOC(=O)c1ccc(NC(=O)N(Cc2ccc(OC)c(OS(=O)(=O)CC)c2)C(C)C)cc1 returned mcGAS lum -1, hcGAS inh 2 and NPYLR7 ag -1.
Screening COCCNC(=O)[C@@]1(OCc2ccccc2C)CC(OCc2ccccc2)[C@@H]2OC(C)(C)O[C@@H]2C1 (some centres undefined) returned mcGAS lum -7, hcGAS inh -10 and NPYLR7 ag 21.
`NC(=O)c1nc(-c2cccc(Cl)c2)nc2c1[nH]c(=O)n2-c1ccc2c(c1)OCO2` gave mcGAS lum -8, hcGAS inh -10 and NPYLR7 ag -6.
For CCCCC(=O)N(C)c1c(F)cccc1C(=O)O the results were mcGAS lum -16, hcGAS inh -7 and NPYLR7 ag 8.
`O=S(=O)(c1ccc2c(c1)OCCO2)N1CCN(Cc2nnc(-c3ccco3)o2)CC1` gave mcGAS lum -1, hcGAS inh 2 and NPYLR7 ag -5.
Screening Cc1cc(C)cc(-n2ccc3nc(N4CCOCC4)ncc3c2=O)c1 returned hcGAS inh -5 and NPYLR7 ag -2.
Oc1ccc(-c2cnc3ccncc3n2)cc1 was read as mcGAS lum -3, hcGAS inh -3 and NPYLR7 ag -7.
CCC(=O)Nc1ccc(-c2c(-c3ccccc3F)[nH]n(-c3cccc(F)c3)c2=O)cc1 was read as mcGAS lum -6, hcGAS inh 1 and NPYLR7 ag 24.
Screening Cc1nc2ncc3c(=O)n(-n4cnnc4)ccc3n2n1 returned hcGAS inh -6 and NPYLR7 ag 4.
Cc1noc(C)c1S(=O)(=O)N1CCN(c2ncccn2)CC1 was read as hcGAS inh 3 and NPYLR7 ag 10.
CC(C)NC(=O)N1CCN(c2ccc(C(F)(F)F)cn2)CC1 was read as mcGAS lum -6, hcGAS inh 2 and NPYLR7 ag 5.
CCCn1c(SC(C(=O)c2ccccc2)c2ccccc2)n[nH]c1=O (centres undefined) was read as hcGAS inh -5 and NPYLR7 ag 2.
Screening COc1ccc(C(O)CNC/C=C/c2ccccc2)cc1 (centres undefined) returned mcGAS lum -19, hcGAS inh -10 and NPYLR7 ag -3.
For COc1cccc(CNC(=O)Cn2c3ccc(C)cc3c3ncn(Cc4ccccc4)c(=O)c32)c1OC the results were mcGAS lum -6, hcGAS inh -7 and NPYLR7 ag 3.
CCSc1nnc2c(n1)OC(C1CC=C(C)CC1C)Nc1ccccc1-2 (centres undefined) was read as mcGAS lum 3, hcGAS inh 4 and NPYLR7 ag -8.
Screening CN(C)S(=O)(=O)c1cccc(NC(=O)COC(=O)c2cccn2C)c1 returned mcGAS lum -16, hcGAS inh -5 and NPYLR7 ag -1.
COc1cccc(-c2cnc(C(O)c3ccccc3)[nH]2)c1 (centres undefined) was read as hcGAS inh -9 and NPYLR7 ag 0.
Screening Cc1ccc(N2C3=[N+](CCCCC3)CC2(O)c2ccc(OC(F)F)cc2)cc1 (centres undefined) returned mcGAS lum -4, hcGAS inh 0 and NPYLR7 ag 1.
For CN(CC1CCN(CCc2ccc(Cl)cc2)CC1)C(=O)CC1NC(=O)c2ccccc21 (centres undefined) the results were hcGAS inh -5 and NPYLR7 ag 3.
For O=C(NN=Cc1ccc([N+](=O)[O-])cc1)c1cc(-c2ccc(Cl)cc2)n[nH]1 the results were mcGAS lum 0, hcGAS inh 3 and NPYLR7 ag -4.
Screening Cc1cccc(-c2nc(C(N)=O)c3[nH]c(=O)n(-c4ccc5c(c4)OCO5)c3n2)c1 returned mcGAS lum -8, hcGAS inh -6 and NPYLR7 ag 15.
Screening Cc1ccc(CNC(=O)c2cccc(C)c2NC(=O)c2ccco2)cc1F returned hcGAS inh -5 and NPYLR7 ag 4.
For O=C(c1cc(-c2ccccc2Cl)nn1-c1ccc(Cl)c(Cl)c1)N1CCN(c2cccc(C(F)(F)F)c2)CC1 the results were mcGAS lum -4, hcGAS inh 3 and NPYLR7 ag -2.
For Cc1ccc(Nc2nc(NCCCOC(C)C)nc3c2cnn3-c2ccccc2)cc1 the results were mcGAS lum -8, hcGAS inh -6 and NPYLR7 ag 0.
`CCc1nc2c(OCCOC)cccn2c1N(C)C(=O)c1ccccc1F` gave mcGAS lum -4, hcGAS inh -9 and NPYLR7 ag -6.
For O=C(COc1ccc(Cl)cc1)N1CCC(c2nc(-c3ccc(F)c(F)c3)no2)CC1 the results were mcGAS lum -4, hcGAS inh -3 and NPYLR7 ag 1.
`COCC(=O)N1CCN(C(C(=O)Nc2ccc(C)c(F)c2)C2CCCC2)CC1` (centres undefined) gave mcGAS lum -4, hcGAS inh -2 and NPYLR7 ag -4.
`CC1(C)CC(=O)N(CC(=O)O)c2ccccc2S1` gave hcGAS inh -6 and NPYLR7 ag 8.
Screening N#C/C(=C\c1cccc(Cl)c1Cl)c1nc(N)c2ccccc2n1 returned hcGAS inh 10 and NPYLR7 ag -9.
C=CCN(CC(=O)N(CCc1ccccc1)Cc1ccc(C)o1)Cc1ccc(F)cc1 was read as mcGAS lum -1, hcGAS inh -2 and NPYLR7 ag 4.
`COCCNC(=O)CSc1nnc(N2CCN(C(=O)c3cccc4ccccc34)CC2)s1` gave mcGAS lum -7, hcGAS inh -4 and NPYLR7 ag -9.
Screening CCN(CC)S(=O)(=O)c1cccc(C(=O)NN=CC=Cc2ccccc2[N+](=O)[O-])c1 returned mcGAS lum -1, hcGAS inh -1 and NPYLR7 ag -4.
Screening Cc1ncc(-c2c(-c3ccccc3)ncn2Cc2csc(N)n2)[nH]1 returned hcGAS inh -14 and NPYLR7 ag -3.
For O=C(NCc1ccc(F)cc1)C(C1CCCC1)N1CCN(C(=O)c2ccc(Cl)cc2)CC1 (centres undefined) the results were mcGAS lum -7, hcGAS inh -2 and NPYLR7 ag 10.
O=C(O)c1nn(CCN2C(=O)c3ccccc3S2(=O)=O)c(=O)c2ccccc12 was read as hcGAS inh -3 and NPYLR7 ag 2.
`O=C1NCCN(C(=O)c2cn(Cc3ccccc3F)nn2)C1c1cccc(F)c1` (centres undefined) gave hcGAS inh -5 and NPYLR7 ag 24.
Screening CC(NC(=O)c1cc(NC(=O)Nc2ccccc2C(F)(F)F)ccc1N1CCCCC1)c1ccccc1 (centres undefined) returned mcGAS lum -5 and hcGAS inh -7.
For Cc1noc(-c2cccc(C(F)(F)F)c2)c1C(=O)NCc1ccsc1 the results were mcGAS lum -8, hcGAS inh -7 and NPYLR7 ag -1.
